KCNQ2 inh: KCNQ2 channel blockers in CHO-K1 cells – cell-based, FluxOR thallium flux, B-score, primary screen (AID 2156); B-score at 10 µM; O88943; 310,000 tested, 1.1% active; 20 min; stronger effect = lower value;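 active = fluorescence ratio B-score at most minus 3 library SDs, with starting brightness B-score within 2 library SDs, cut at about -5.5 in these data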
Target sequence (O88943 whole entry, looked up): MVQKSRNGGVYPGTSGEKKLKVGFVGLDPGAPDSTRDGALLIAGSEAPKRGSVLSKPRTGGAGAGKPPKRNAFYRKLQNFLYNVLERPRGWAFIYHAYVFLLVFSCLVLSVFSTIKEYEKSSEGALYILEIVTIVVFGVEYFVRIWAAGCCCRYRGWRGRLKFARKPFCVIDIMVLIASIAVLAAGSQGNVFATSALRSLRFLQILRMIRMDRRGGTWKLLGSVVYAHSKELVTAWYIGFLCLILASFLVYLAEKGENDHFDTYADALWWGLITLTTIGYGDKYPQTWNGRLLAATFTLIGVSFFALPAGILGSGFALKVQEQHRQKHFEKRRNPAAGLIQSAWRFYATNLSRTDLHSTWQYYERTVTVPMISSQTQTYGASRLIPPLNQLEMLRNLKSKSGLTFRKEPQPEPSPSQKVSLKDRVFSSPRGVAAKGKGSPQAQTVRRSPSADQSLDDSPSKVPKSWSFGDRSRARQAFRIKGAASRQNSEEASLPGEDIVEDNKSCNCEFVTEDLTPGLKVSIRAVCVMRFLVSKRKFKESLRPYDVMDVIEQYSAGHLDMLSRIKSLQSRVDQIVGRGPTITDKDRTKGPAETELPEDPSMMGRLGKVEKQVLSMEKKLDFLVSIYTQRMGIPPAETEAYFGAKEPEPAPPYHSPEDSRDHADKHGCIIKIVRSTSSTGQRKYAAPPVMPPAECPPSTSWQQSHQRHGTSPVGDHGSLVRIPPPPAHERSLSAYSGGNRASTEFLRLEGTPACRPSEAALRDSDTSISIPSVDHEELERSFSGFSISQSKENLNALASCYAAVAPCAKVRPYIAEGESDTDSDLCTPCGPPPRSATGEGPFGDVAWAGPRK
Kir21 inh: blocks the mouse Kir2.1 inward-rectifier potassium channel; HEK293-Kir2.1, FluxOR thallium flux fluorescence; stronger effect = lower value; AID 1672; B-score at 10 µM; P35561; 310,000 tested, 0.85% active;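 active = fluorescence ratio B-score at or below minus 3 SD of library scores, with starting-brightness B-score within 2 SD, cut at about -4.2 in these data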;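 note: channel flux triggered by added potassium and thallium sulfate stimulus; B-score of peak minus minimum fluorescence over baseline after thallium stimulus; more negative B-score means stronger Kir2.1 block with less thallium influx; some compounds called inactive have numbers as strong as hits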
Starred values were filed as active, the others as inactive. Outcome played no part in choosing rows; any-hit rate near 1.8%.

Results for COc1ccc(CCNC(=O)N[C@@H](Cc2ccccc2)C(=O)O)cc1 ?
KCNQ2 inh: inactive; Kir21 inh: -0.34

Results for O=C(C1CCCN1S(=O)(=O)c1ccc(Br)cc1)N1CCOCC1 (stereo unspecified) ?
KCNQ2 inh: inactive; Kir21 inh: -0.7

How did CCCCOc1ccc(CNn2c(C)nc3ccccc3c2=O)cc1 do in these assays?
KCNQ2 inh: inactive; Kir21 inh: 1.7

How did CSc1ncnc2sc(C)c(C)c12 do in these assays?
KCNQ2 inh: inactive; Kir21 inh: -0.04

Results for CCCOC(=O)c1ccc(NC(=O)CSC2=Nc3ccccc3C3CC=NN23)cc1 (stereo unspecified) ?
KCNQ2 inh: inactive; Kir21 inh: -0.85

Results for CCOc1ccc(S(=O)(=O)NC(Cc2c[nH]c3ccccc23)C(=O)O)cc1 (stereo unspecified) ?
KCNQ2 inh: inactive; Kir21 inh: -0.22

What do the screens show for `O=C(Nc1cc(C(F)(F)F)ccc1N1CCOCC1)c1ccc(F)cc1`?
KCNQ2 inh: inactive; Kir21 inh: -0.25

What do the screens show for `COC(=O)CNC(=O)COC(=O)/C=C/c1cccs1`?
KCNQ2 inh: inactive; Kir21 inh: 1

What do the screens show for `COc1ccc(S(=O)(=O)N(C)CC(=O)NCc2ccco2)cc1`?
KCNQ2 inh: inactive; Kir21 inh: -0.24

How did Cc1c(CC(=O)O)c(=O)oc2c(C)c(OCc3ccc(F)cc3Cl)ccc12 do in these assays?
KCNQ2 inh: inactive; Kir21 inh: -0.03

Results for CN=c1oc2ccc(Cl)cc2cc1C(N)=O ?
KCNQ2 inh: inactive; Kir21 inh: 1.1

What do the screens show for `O=C(CCCC(=O)OCC(=O)c1cccs1)Nc1ccc(F)cc1`?
KCNQ2 inh: inactive; Kir21 inh: 0.6

Results for O=C(C[n+]1ccc(Cc2ccccc2)cc1)Nc1ccccc1 ?
KCNQ2 inh: inactive; Kir21 inh: 0.55

What do the screens show for `CCc1ccc(OCC(=O)N/N=C(\C)c2ccccc2OC(F)F)cc1`?
KCNQ2 inh: inactive; Kir21 inh: -1.7

How did CCOc1ccc(-n2c(SCc3cc(=O)oc4cc(C)c(C(C)C)cc34)nnc2-c2cccnc2)cc1 do in these assays?
KCNQ2 inh: inactive; Kir21 inh: -1.2

Results for CC(/C=C1\SC(=S)N(NS(=O)(=O)c2ccc(C)cc2)C1=O)=C\c1ccccc1 ?
KCNQ2 inh: inactive; Kir21 inh: 1.5

What do the screens show for `Cc1oc(-c2ccc(Cl)cc2)nc1CSCC(=O)NC1CCN(Cc2ccccc2)CC1`?
KCNQ2 inh: inactive; Kir21 inh: -1.8

Results for CCOC(=O)c1cc(-c2ccccc2)sc1NC(=O)c1ccc(OC)c(OC)c1 ?
KCNQ2 inh: inactive; Kir21 inh: 0.95

What do the screens show for `Cc1nn(-c2ccccn2)c2c1C(c1ccncc1)C1=C(CC(C)(C)CC1=O)N2` (stereo unspecified)?
KCNQ2 inh: inactive; Kir21 inh: -2.4

What do the screens show for `Cc1ccc(C(=O)NCC2(c3ccccc3)CCCC2)cc1`?
KCNQ2 inh: inactive; Kir21 inh: -0.93

How did NC(=O)C1=C[C@H](c2coc3ccccc3c2=O)C[C@H](OCCCCO)O1 do in these assays?
KCNQ2 inh: inactive; Kir21 inh: 0.23

What do the screens show for `Cc1ccc(-c2noc(CN(C(=O)C(c3ccccc3)c3ccccc3)C(C)C)n2)cc1`?
KCNQ2 inh: inactive; Kir21 inh: 1.6

How did COCCNC(=O)c1cc2cc(Cl)cc(Cl)c2oc1=O do in these assays?
KCNQ2 inh: inactive; Kir21 inh: 0.73

What do the screens show for `CC1(C)Cc2c(ccc3ccccc23)/C(=C/C(=O)N2CCCCC2)N1`?
KCNQ2 inh: inactive; Kir21 inh: 0.04

Results for c1ccc(Cc2noc(CN3CCN(C4CCc5ccccc5C4)CC3)n2)cc1 (stereo unspecified) ?
KCNQ2 inh: inactive; Kir21 inh: -0.05

How did Cc1csc2c(SCC(=O)NNS(=O)(=O)c3cccc(C(F)(F)F)c3)ncnc12 do in these assays?
KCNQ2 inh: inactive; Kir21 inh: -0.34

How did COc1cc(/C=N/N2C(=O)c3ccccc3NC2(C)c2cccc([N+](=O)[O-])c2)cc(Br)c1O (stereo unspecified) do in these assays?
KCNQ2 inh: inactive; Kir21 inh: 1.5

What do the screens show for `CC(C)(C)c1ccc(-c2cc(C(=O)NNC(=O)Nc3ccccc3)c3ccccc3n2)cc1`?
KCNQ2 inh: inactive; Kir21 inh: 0.62

What do the screens show for `CCCOC(=O)C1=C(C)NC2=C(C(=O)C(C(=O)OC)C(C)C2)C1c1ccc(N(CC)CC)cc1` (stereo unspecified)?
KCNQ2 inh: inactive; Kir21 inh: -0.84

What do the screens show for `COC(CNC(=O)C1CCC(CNS(=O)(=O)c2c(C)cc(C)cc2C)CC1)OC` (stereo unspecified)?
KCNQ2 inh: inactive; Kir21 inh: 0.77

How did CCOC(=O)N1CCC(NC(=O)c2cc(C(=O)Nc3ccc(S(=O)(=O)N4CCOCC4)cc3)ccc2CO)CC1 do in these assays?
KCNQ2 inh: inactive; Kir21 inh: -2.1

Results for CCc1ccc2ncc(C(=O)c3ccccc3)c(N3CCOCC3)c2c1 ?
KCNQ2 inh: -9.8*; Kir21 inh: -2.9

What do the screens show for `CC(=O)C12OC1CC1C3CCC4=CC(=O)CCC4(C)C3CCC12C` (stereo unspecified)?
KCNQ2 inh: inactive; Kir21 inh: -0.55

Results for COc1cccc(C(=O)c2cc3cc(Cl)ccc3[nH]2)c1 ?
KCNQ2 inh: inactive; Kir21 inh: -0.99

How did CCN(CC)c1cc(C)c2cc(NC(=O)c3ccccc3OC)ccc2n1 do in these assays?
KCNQ2 inh: inactive; Kir21 inh: -3

What do the screens show for `Cc1nn(-c2ccccc2)c(C)c1/C=N/NC(=O)c1cc(O)cc(O)c1`?
KCNQ2 inh: inactive; Kir21 inh: -1

What do the screens show for `COc1cccc(CNC(=O)C2CCC(CNS(=O)(=O)c3cccc4nsnc34)CC2)c1` (stereo unspecified)?
KCNQ2 inh: inactive; Kir21 inh: 0.07

How did CC(=O)Nc1ccc(S(=O)(=O)N2CCc3ccccc3C2)cc1 do in these assays?
KCNQ2 inh: inactive; Kir21 inh: 0.49

What do the screens show for `CC(C)C(=O)Nc1c(O)c2ccccc2[nH]c1=O`?
KCNQ2 inh: inactive; Kir21 inh: -0.27

What do the screens show for `CC1CCC2(CC1)OCC1(CCC3(COC4(CCC(C)CC4)OC3)C1=O)CO2` (stereo unspecified)?
KCNQ2 inh: inactive; Kir21 inh: 0.52

Continued, starting with the last 6 of the part before.
How did CCN(CC)c1cc(C)c2cc(NC(=O)c3ccccc3OC)ccc2n1 do in these assays?
KCNQ2 inh: inactive; Kir21 inh: -3

What do the screens show for `Cc1nn(-c2ccccc2)c(C)c1/C=N/NC(=O)c1cc(O)cc(O)c1`?
KCNQ2 inh: inactive; Kir21 inh: -1

What do the screens show for `COc1cccc(CNC(=O)C2CCC(CNS(=O)(=O)c3cccc4nsnc34)CC2)c1` (stereo unspecified)?
KCNQ2 inh: inactive; Kir21 inh: 0.07

How did CC(=O)Nc1ccc(S(=O)(=O)N2CCc3ccccc3C2)cc1 do in these assays?
KCNQ2 inh: inactive; Kir21 inh: 0.49

What do the screens show for `CC(C)C(=O)Nc1c(O)c2ccccc2[nH]c1=O`?
KCNQ2 inh: inactive; Kir21 inh: -0.27

What do the screens show for `CC1CCC2(CC1)OCC1(CCC3(COC4(CCC(C)CC4)OC3)C1=O)CO2` (stereo unspecified)?
KCNQ2 inh: inactive; Kir21 inh: 0.52

What do the screens show for `O=C(NC1CCCc2ccccc21)C1CCN(C(=O)c2sccc2-n2cccc2)CC1` (stereo unspecified)?
KCNQ2 inh: inactive; Kir21 inh: 1.1

What do the screens show for `O=C(Nc1ccc2c(c1)OCCO2)c1cnccn1`?
KCNQ2 inh: inactive; Kir21 inh: 0

How did CN1C(C(=O)NCc2ccco2)CC2Cn3c(nc4ccccc43)C21 (stereo unspecified) do in these assays?
KCNQ2 inh: inactive; Kir21 inh: -1.3

What do the screens show for `CCOCCn1c(=O)c2c(nc3n2CC(C)CN3CCc2ccccc2)n(C)c1=O` (stereo unspecified)?
KCNQ2 inh: inactive; Kir21 inh: -0.11

Results for Cc1cc(NC(=O)CSc2nc3cc(Cl)ccc3o2)no1 ?
KCNQ2 inh: inactive; Kir21 inh: -0.63

How did O=C(O)CCCCCNC(=O)c1ccccc1Br do in these assays?
KCNQ2 inh: inactive; Kir21 inh: 1.2

Results for Cc1ccccc1NC(=O)CSc1nnc2ccc(-c3ccncc3)nn12 ?
KCNQ2 inh: inactive; Kir21 inh: 0.6

Results for COc1ccc(S(=O)(=O)Nc2ccc(C(N)=O)cc2)cc1C(=O)N1CCCCCC1 ?
KCNQ2 inh: inactive; Kir21 inh: -0.9

Results for O=C(COc1ccc(F)cc1)Nc1c(C(=O)N2CCC(N3CCCCC3)CC2)oc2ccccc12 ?
KCNQ2 inh: inactive; Kir21 inh: -3.5

What do the screens show for `Cc1ccc(N=CC2=C(O)CC(c3ccccc3Cl)CC2=O)cc1` (stereo unspecified)?
KCNQ2 inh: inactive; Kir21 inh: -0.63

Results for CCCc1cc(=O)oc2cc(OCC(=O)N(C)C)c(Cl)cc12 ?
KCNQ2 inh: inactive; Kir21 inh: 1.1

What do the screens show for `O=C1C2C3C=CC(C4CC34)C2C(=O)N1/N=C/c1ccc([N+](=O)[O-])o1` (stereo unspecified)?
KCNQ2 inh: inactive; Kir21 inh: 0

What do the screens show for `O=C(NCC1CCCO1)C1CCN(S(=O)(=O)Cc2ccccc2)CC1` (stereo unspecified)?
KCNQ2 inh: inactive; Kir21 inh: 0

Results for Cc1ccc2c(c1)nnn2C1CCN(CC(=O)Nc2ccc3c(c2)OCCO3)CC1 ?
KCNQ2 inh: inactive; Kir21 inh: -0.6

Results for Cc1ccc(S(=O)(=O)Nc2ccc3c(c2)n(C)c(=O)n3C)cc1 ?
KCNQ2 inh: inactive; Kir21 inh: -0.05

How did CCOC(=O)N1CCC(N2CCN(S(=O)(=O)c3ccc(C)cc3)CC2)CC1 do in these assays?
KCNQ2 inh: inactive; Kir21 inh: 0.45

Results for Oc1ccc(/C=N/Nc2nc(N3CCCCCC3)nc(N3CCCCCC3)n2)c(O)c1 ?
KCNQ2 inh: inactive; Kir21 inh: 0.67

What do the screens show for `CCCCn1c(SCC(=O)Nc2cc(C)on2)nc2ccsc2c1=O`?
KCNQ2 inh: inactive; Kir21 inh: -0.36

What do the screens show for `CCOc1cccc(/C(O)=C2/C(=O)C(=O)N(CCOC)C2c2ccco2)c1` (stereo unspecified)?
KCNQ2 inh: inactive; Kir21 inh: 0.74

What do the screens show for `C=C(C)c1ccc(C(C)(C)NC(=O)N(Cc2ccccc2)Cc2ccco2)cc1`?
KCNQ2 inh: -6.9*; Kir21 inh: 0.08

What do the screens show for `COc1ccccc1NCC(=O)c1ccc(C)c(C)c1`?
KCNQ2 inh: inactive; Kir21 inh: 0.26

Results for CN(C)S(=O)(=O)c1ccc(NC(=O)c2cc(-c3cccs3)nc3ccccc23)cc1 ?
KCNQ2 inh: inactive; Kir21 inh: 1.4

How did Cc1cc(NC(=O)CSc2nc3cc(C)c(C)cc3cc2C)no1 do in these assays?
KCNQ2 inh: inactive; Kir21 inh: 0.2

How did CCCCOc1ccc(CSCCN)cc1Cl do in these assays?
KCNQ2 inh: inactive; Kir21 inh: -3.8

What do the screens show for `O=C(Cc1cccc2ccccc12)N1CCN(c2ncccn2)CC1`?
KCNQ2 inh: inactive; Kir21 inh: -0.72

How did O=C(CCC(=O)c1ccc(Oc2ccccc2)cc1)Nc1cccc(Cl)c1Cl do in these assays?
KCNQ2 inh: inactive; Kir21 inh: 0.06

Results for CCOC(=O)c1c2ccccc2[n+]([O-])n1CCO ?
KCNQ2 inh: inactive; Kir21 inh: 1.3

Results for Cc1ccc(OCC(=O)NS(=O)(=O)c2ccccc2)cc1 ?
KCNQ2 inh: inactive; Kir21 inh: -0.14

What do the screens show for `C(=N\n1cnnc1)/c1cccc2ccccc12`?
KCNQ2 inh: inactive; Kir21 inh: 0.6

What do the screens show for `CCn1c(SCC(=O)Nc2nc(C)cs2)nnc1-c1ccoc1C`?
KCNQ2 inh: inactive; Kir21 inh: 0.06

What do the screens show for `C(=N/N1CCN(c2ccccc2)CC1)/c1cccs1`?
KCNQ2 inh: inactive; Kir21 inh: 0.49

How did Cc1ccc(CNCc2cc3c(C(C)(C)C)nn(-c4ccccc4)c3[nH]c2=O)cc1 do in these assays?
KCNQ2 inh: inactive; Kir21 inh: -0.41

Results for COc1ccc(S(=O)(=O)N2CCN(CCC(=O)Nc3ccccc3F)CC2)cc1 ?
KCNQ2 inh: inactive; Kir21 inh: 3.5

Results for O=[N+]([O-])c1cc(C(F)(F)F)cc([N+](=O)[O-])c1NCCNC(=S)Nc1ccc(Cl)c(Cl)c1 ?
KCNQ2 inh: inactive; Kir21 inh: 1.7

Results for O=C(NCCN1CCCC1)C1COc2ccccc2O1 (stereo unspecified) ?
KCNQ2 inh: inactive; Kir21 inh: 0.54

How did COc1ccc(C(=O)N[C@H](C(=O)Nc2sccc2C(N)=O)C(C)C)cc1 do in these assays?
KCNQ2 inh: inactive; Kir21 inh: 1.4

Results for Cc1ccc(N=C2c3ccccc3C(=O)C2[N+](=O)[O-])cc1C (stereo unspecified) ?
KCNQ2 inh: inactive; Kir21 inh: 2

Results for COc1ccc(NC(=O)C2CC2)cc1-n1cnnn1 ?
KCNQ2 inh: inactive; Kir21 inh: 1.4

What do the screens show for `CCN(CC(=O)Nc1ccccc1OC)C(=O)c1cc(-c2ccccc2)nn1-c1ccccc1`?
KCNQ2 inh: inactive; Kir21 inh: -0.35

How did O=C(O)c1ccc(NS(=O)(=O)c2cc(Cl)ccc2Cl)cc1 do in these assays?
KCNQ2 inh: inactive; Kir21 inh: -2.3

Source: PubChem BioAssay (Johns Hopkins Ion Channel Center)
